FBW7 act: FBW7 E3 ligase activators, primary screen, biochemical, AlphaScreen, human; AlphaScreen FBW7–phospho-cyclin E peptide binding, activator screen; normalized activity (activation), % at 26.1 µM; 650,000 tested, 0.13% active; AID 1259310, 2017; in the data active means normalized activity above about 1.9%;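 further: purified mutant Fbw7 with reduced substrate affinity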
Target sequence (Q969H0 whole entry, looked up): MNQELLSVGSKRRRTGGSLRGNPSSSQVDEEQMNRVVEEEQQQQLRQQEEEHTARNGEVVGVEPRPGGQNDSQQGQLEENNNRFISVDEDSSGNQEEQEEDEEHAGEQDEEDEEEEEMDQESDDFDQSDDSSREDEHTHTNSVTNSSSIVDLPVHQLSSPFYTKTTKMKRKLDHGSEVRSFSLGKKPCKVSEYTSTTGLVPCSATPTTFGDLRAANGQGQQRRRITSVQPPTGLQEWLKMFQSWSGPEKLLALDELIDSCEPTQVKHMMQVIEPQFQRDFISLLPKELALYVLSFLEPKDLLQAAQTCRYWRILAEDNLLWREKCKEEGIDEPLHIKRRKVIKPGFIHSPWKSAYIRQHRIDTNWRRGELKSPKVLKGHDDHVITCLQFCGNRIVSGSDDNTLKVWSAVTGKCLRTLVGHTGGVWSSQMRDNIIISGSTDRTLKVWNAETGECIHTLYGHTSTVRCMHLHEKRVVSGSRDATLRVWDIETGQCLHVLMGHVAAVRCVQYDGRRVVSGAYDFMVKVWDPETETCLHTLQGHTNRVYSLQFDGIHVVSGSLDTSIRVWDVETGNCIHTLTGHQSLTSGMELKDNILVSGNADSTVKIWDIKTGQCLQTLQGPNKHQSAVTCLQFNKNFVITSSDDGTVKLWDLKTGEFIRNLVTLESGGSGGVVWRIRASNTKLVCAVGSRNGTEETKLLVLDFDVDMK
GPR151 activ: activators of human GPR151, primary screen, cell-based, PathHunter beta-arrestin, luminescence. 650,000 tested, 1% active. PathHunter beta-arrestin GPR151 cells. AID 1508602, 2020. G-protein coupled receptor 151 (Homo sapiens), Q8TDV0. activation, % at 11.2 µM; in the data active means activation above about 4.9%;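 further: 0% = median of compound wells and 100% = cells with positive control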
TEAD-YAP block: TEAD-YAP interaction inhibition, primary screen, TEAD-YAP interaction inhibitor project, luminescence, HEK-TIYL cells | TEAD-Gal4/YAP UAS-luciferase luminescence | inhibition, % at 9.12 µM | 640,000 tested, 1.4% active | AID 1259422, 2018; in the data active means inhibition above about 32%;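 further: 0% = median of test compound wells and 100% = reference inhibitor wells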
MITF primary: MITF inhibitors, primary screen, biochemical, AlphaScreen, human; 650,000 tested, 0.91% active; Microphthalmia-associated transcription factor (Homo sapiens), O75030; AlphaScreen MITF homodimerization, bead proximity signal; inhibition, % at 2.6 µM; in the data active means inhibition above about 50%;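 further: 0% = vehicle wells with protein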
* marks the source's active call; other numbers are inactive results.

SMILES	FBW7 act	GPR151 activ	TEAD-YAP block	MITF primary
CC(C)c1ccc(NC(=O)c2ccc(CNc3c(N4CCCC4)c(=O)c3=O)cc2)cc1	0.3	0.8	-8	7
COc1ccc(CCNc2nc(N3CCN(Cc4ccc5c(c4)OCO5)CC3)nc3c2ncn3Cc2ccc(C(F)(F)F)cc2)cc1	0.0	3.5	0	19
Cc1ncc(CO)c2cc(C(=O)Nc3ccc(Br)cc3F)c(=O)oc12	0.6	0.2	9	6
CCC(=O)Nc1ccc(N2CCCC2=O)cc1	-0.1	0.0	-2	6
CC(C)c1nnc(NC(=O)C2CCCN2S(=O)(=O)c2ccc(C(F)(F)F)cc2)s1 (configuration not stated)	-0.1	-0.1	-1	0
CC(C)Nc1cnn(C23CC4CC(CC(CC(=O)O)(C4)C2)C3)c(=O)c1Cl	0.1	0.9	10	4
Nc1nc(Cl)nc2c1ncn2C1CCCCC1	0.3	2.0	-28	-9
COc1cc(C=Nc2c(C)n(C)n(-c3ccccc3)c2=O)cc(Br)c1O	-0.1	1.4	-8	-7
CCCCOc1ccc(/C=N/Nc2cc(N3CCOCC3)nc(C)n2)cc1	-0.1	-0.1	6	-10
Oc1c(C=Nc2ccccc2)[nH]c2ccccc12	-0.2	-0.9	-14	-12
CCCc1cc(=O)n2c([nH]c3ccccc32)c1C#N	1.0	-0.6	7	18
COc1ccc(Nc2cc(N3CCN(Cc4cc(Cl)ccc4OC)CC3)c3noc4c3c2C(=O)c2ccccc2-4)cc1	0.5	1.3	4	13
Cc1ccc2nc(C3CCN(C(=O)NCc4ccco4)CC3)[nH]c2c1	0.1	-1.3	10	16
CCOc1ccc(N2CC(CNS(C)(=O)=O)CC2=O)cc1 (configuration not stated)	0.4	0.6	2	9
O=C(NNC(=O)C1CCN(c2ncccn2)CC1)c1ccncc1	-0.1	0.4	-4	-9
CCOc1ccc2nc(SCC(=O)Nc3cc4c(cc3C(C)=O)OCO4)sc2c1	-0.1	1.2	-3	13
Cc1ccc(S(=O)(=O)Cn2nnnc2CN2CCN(c3cccc(C)c3C)CC2)cc1	-0.1	0.7	6	-7
NC(=O)c1ccc(NC(=O)C2C3C=CC(C3)C2C(=O)O)cc1 (configuration not stated)	-0.1	1.3	-5	8
Cc1cnc(C(=O)OCC(=O)Nc2ccccc2[N+](=O)[O-])cn1	0.7	0.0	14	10
CCCCCOc1ccc2c(C)c(Cc3ccccc3)c(=O)oc2c1C	0.1	-0.7	-6	5
Cc1c(C)c(C)c(CN2C(=O)C(=O)c3cc(Br)ccc32)c(C)c1C	0.0	0.9	-3	16
O=C(/C=C/c1ccccc1)N1CCN(c2ccc(O)cc2)CC1	0.6	-0.5	-5	16
COc1ccc(-c2cc(C(=O)NCc3cccs3)[nH]n2)cc1	0.0	0.6	-68	6
c1ccc(Cc2nnc(-c3ccccc3)o2)cc1	0.1	1.0	-35	-3
Cc1ccc2c(c1)-c1c(cnn1CC(=O)NCCCN1CCCCC1)CO2	0.6	4.1	-2	1
COCCNC(=O)c1c(-c2ccccc2Cl)noc1C	-0.1	-0.5	10	5
O=C(CN1CCCC(COCc2ccccc2)C1)Nc1ccc(Br)cc1 (configuration not stated)	-0.3	-2.6	8	25
COc1ccc(C2N=C(c3cccc(Br)c3)CC(c3ccccc3O)N2)cc1 (configuration not stated)	0.1	1.6	-19	2
O=S(/C=C(\F)C(F)(F)C(F)(F)C(F)F)Cc1ccccc1 (configuration not stated)	0.1	2.1	50*	-3
Cc1nc(NC2=NCN(CCc3ccccc3)CN2)nc2c(C)cccc12	0.6	-0.6	-10	-4
CCCN1C(=O)/C(=c2\sc3nc(=O)c(-c4ccccc4)nn3c2=O)c2ccccc21	-0.1	-1.4	-3	-16
COc1cccc(C=O)c1OC(=O)c1ccc(Cl)cc1[N+](=O)[O-]	1.7	-1.4	-2	15
O=C1c2ccccc2C(=O)N1CC1c2ccccc2CCN1S(=O)(=O)c1cnc[nH]1 (configuration not stated)	-0.4	1.3	-11	-11
COCCNC(=O)C(OC(=O)C1=Cc2ccccc2OC1)C(C)C (configuration not stated)	-0.1	-1.1	-1	-7
O=C(Nc1ccc2c(c1)OCCO2)c1ccncc1	0.2	-4.1	-29	-4
O=C(CN1CCN(c2ccccc2)CC1)NN1CC(=O)N(c2cccc(Cl)c2)CC1=O	-0.1	-0.5	3	0
C(=N\Nc1cc(N2CCCC2)nc(N2CCCC2)n1)/c1ccccc1	-0.3	-0.2	8	10
COc1ccc(C(=O)NCc2ccc(C(=O)O)cc2)cc1OC	0.1	1.7	-6	6
CCCCc1ccc(NC(=O)C(=O)NCCc2ccc(F)cc2)cc1	0.1	0.0	-7	-4
O=C(Nc1ccc2nn(-c3ccccc3)nc2c1)c1ccc(F)cc1	-0.2	-0.5	-14	19
Cc1ccc2c(c1)NC(C)(C)c1ssc(=Nc3cccc(C)c3C)c1-2	0.0	-0.4	5	0
O=C(CN1CCN(Cc2ccccc2Cl)C1=O)N1CCCCCC1	-0.2	0.7	3	14
CCOC(=O)CCN(Cc1ccccc1Cl)S(=O)(=O)c1ccc(Br)cc1	0.2	-1.5	3	4
CC1(C)C(=O)Nc2ccccc2N1C(=O)COC(=O)/C=C/c1ccc(Br)o1	0.0	0.2	10	6
CC(=O)Nc1ccc(NC(=O)COC(=O)COc2ccccc2)cc1	0.0	1.4	1	3
CC1(C)CC(=O)C2=C(C1)Nc1ccc3ccccc3c1C2c1ccc(Cl)cc1Cl (configuration not stated)	0.0	-1.0	12	4
CCOC(=O)C1CCCN(c2c(N3CCOCC3)c(=O)c2=O)C1 (configuration not stated)	-0.1	1.8	-4	-9
CCC(C)C(NC(=O)/C(=C\c1ccccc1)NC(=O)c1ccc(OC)cc1)C(=O)O (configuration not stated)	0.1	2.4	15	7
O=C(CCCCCn1c(=S)[nH]c2ccc(Br)cc2c1=O)NCC1CCCO1 (configuration not stated)	0.2	0.3	6	9
Nc1nc(-c2ccc(Cl)c([N+](=O)[O-])c2)nc2c1c(=O)oc1ccccc12	-0.2	-0.4	6	9
O=C(N[C@H]1C[C@H]2C(=O)N[C@@H](CO)C(=O)N2C1)c1cccc(Br)c1	0.3	-0.9	3	9
COc1ccc(C(=O)N(c2ccccc2)C2CC(C)Nc3ccccc32)cc1 (configuration not stated)	0.0	0.8	-18	7
CCC(=O)Nc1cc(NC(=O)CSc2nc3cccnc3n2C)ccc1C	0.1	0.0	9	2
COc1cc(-c2nccnc2N2CCN(CCN(C)C)CC2)cc(OC)c1OC	-0.3	-1.2	0	3
COc1ccc(-c2c(C(F)(F)F)oc3cc(OCC(C)=O)ccc3c2=O)cc1	-0.1	4.8	0	-6
COc1ccc(/C=N/NC(=O)Cc2cccc3ccccc23)cc1[N+](=O)[O-]	0.1	-0.8	-4	-2
COc1cccc2cc(C(=O)c3ccc([N+](=O)[O-])cc3)oc12	-0.3	7.3*	-13	10
CC(=O)c1c(Nc2ccc(O)cc2)oc(C)cc1=O	-0.2	-1.9	5	26
O=C1CC(N(Cc2ccc3c(c2)OCO3)C(=O)c2ccc(Cl)cc2)C(=O)N1c1ccc(F)cc1 (configuration not stated)	-0.1	-0.2	5	14
COc1ccc(CNC(=O)c2cc(-c3ccccc3O)on2)cc1	0.0	0.4	3	2

Entries of single compounds from above. Order of screens: FBW7 act	GPR151 activ	TEAD-YAP block	MITF primary
`COc1cccc2cc(C(=O)c3ccc([N+](=O)[O-])cc3)oc12` in the list: -0.3	7.3*	-13	10
`CC(=O)c1c(Nc2ccc(O)cc2)oc(C)cc1=O` in the list: -0.2	-1.9	5	26

For convenience, part of the list above.
SMILES	FBW7 act	GPR151 activ	TEAD-YAP block	MITF primary
CCOC(=O)C1CCCN(c2c(N3CCOCC3)c(=O)c2=O)C1 (configuration not stated)	-0.1	1.8	-4	-9
CCC(C)C(NC(=O)/C(=C\c1ccccc1)NC(=O)c1ccc(OC)cc1)C(=O)O (configuration not stated)	0.1	2.4	15	7
O=C(CCCCCn1c(=S)[nH]c2ccc(Br)cc2c1=O)NCC1CCCO1 (configuration not stated)	0.2	0.3	6	9
Nc1nc(-c2ccc(Cl)c([N+](=O)[O-])c2)nc2c1c(=O)oc1ccccc12	-0.2	-0.4	6	9
O=C(N[C@H]1C[C@H]2C(=O)N[C@@H](CO)C(=O)N2C1)c1cccc(Br)c1	0.3	-0.9	3	9

Other entries:
SMILES	FBW7 act	GPR151 activ	TEAD-YAP block	MITF primary
CCOC(=O)C1=C(C)N=c2s/c(=C\c3cccs3)c(=O)n2C1c1ccccc1OC (configuration not stated)	0.2	-1.6	3	7
CCN(CC)S(=O)(=O)c1cc(NS(=O)(=O)c2ccccc2C(=O)OC)ccc1C	-0.1	1.6	0	4
O=C(COc1ccc(C2CCCCC2)cc1)OCc1ccc([N+](=O)[O-])cc1	-0.1	-1.6	-3	-6
O=C(c1ccc(Br)cc1)N1CCN(c2ccc(N3CCOCC3)nn2)CC1	0.0	-0.7	1	-14
O=C(CN1C(C(=O)c2ccccc2)=C(N2CCCCC2)c2ccccc2S1(=O)=O)c1ccc([N+](=O)[O-])cc1	0.1	0.2	5	8
C#CCn1c(=NC(=O)CSCC(=O)NC2CCCCC2)sc2ccccc21	-0.1	-0.9	3	5
COc1ccc(CSc2nnc(-c3ccco3)o2)cc1F	0.0	-0.9	-27	-7
CC(=O)N1CCOc2cc(S(=O)(=O)N3C(C)CCCC3C)ccc21 (configuration not stated)	-0.2	-0.9	-5	10
Cc1ccc(S(=O)(=O)n2ccn(CC(=O)Nc3cccc(F)c3)c2=O)cc1	0.2	0.6	7	-6
CCOC(=O)c1c(NC(=O)c2ccc(S(=O)(=O)N3CCCC3)cc2)sc2c1CCN(C(C)C)C2	0.1	0.8	-9	-7
COc1cc(C(=O)NC(=S)c2c(C)nc3sccn23)cc(OC)c1OC	0.0	-1.3	-3	0
O=C(NCc1ccccc1)c1cccc(OC2CCN(Cc3ccc(CO)o3)CC2)c1	-0.1	-0.7	9	-2
CCOC(=O)c1cn[nH]c1S(=O)(=O)N(C)c1ccccc1	-0.7	-0.7	13	-15
CC(C)[C@@H](Cn1nnc2ccccc21)NC(=O)c1cnccn1	-0.2	1.7	2	0
CC(Oc1ccccc1)C(=O)Nc1ccc(F)c([N+](=O)[O-])c1 (configuration not stated)	-0.1	2.2	28	3
CC1CCN(C(=O)c2ccc3nc(-c4ccccc4)c(-c4ccccc4)nc3c2)CC1	0.0	-1.2	-3	-4
O=C(Cc1ccc(F)cc1)NCCc1nnc2n1CCN(Cc1ccc(CO)o1)CC2	0.0	-1.0	5	-11
Cc1ccc(-n2cc(-c3ccccc3)c3c(Nc4ccc(N(C)C)cc4)ncnc32)cc1Cl	0.0	0.1	-1	2
COC(=O)c1c2c(nc3ccccc13)CCCCC2	-0.2	0.7	-7	0
COc1ccc(OC)c(C2NC(=O)c3sc(=S)n(-c4ccccc4)c3N2)c1 (configuration not stated)	-0.1	1.1	13	6

Compound activity deposited in PubChem BioAssay by The Scripps Research Institute Molecular Screening Center.
